JMJD2A Tudor: blocks the human JMJD2A Tudor domain; 390,000 compounds, 4.4% hits; AlphaScreen JMJD2A-Tudor / H3K4me3 peptide binding; O75164; Potency, µM (titrated, usually from 114 µM), without a hit: at the top dose activity change, negative = inhibition, actives largely listed as inhibitors; note: potency is the fitted concentration of half-maximal effect; % is set by controls: 0 for no effect and ±100 for the full control effect; nearly all actives have a fitted effect of over 50% in size
HP1b chromo inh: inhibitors of HP1-beta chromodomain binding to methylated histone tails; P83916; AlphaScreen HP1-beta / biotin-H3K9me3 peptide binding; Potency, µM (doses to about 114 µM), for inactives: at the highest dose activity change, negative = inhibition, most hits filed as inhibitors; 390,000 compounds, 0.56% hits; AID 540317; note: potency is the fitted concentration of half-maximal effect; nearly all actives have a fitted effect of over 70% in size; inactives centre near 23
Target sequence (P83916 whole entry, looked up): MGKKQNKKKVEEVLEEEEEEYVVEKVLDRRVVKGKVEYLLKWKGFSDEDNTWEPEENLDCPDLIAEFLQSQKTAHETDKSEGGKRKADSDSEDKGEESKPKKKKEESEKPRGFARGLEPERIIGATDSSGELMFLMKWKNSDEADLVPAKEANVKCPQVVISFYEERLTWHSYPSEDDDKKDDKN
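Compound inhibition of the preformed complex between 50 nM HP1-beta and 50 nM biotinylated H3K9me3 peptide was read by AlphaScreen. Buffer was PBS pH 7.4 with 0.01% Tween-20. Incubations ran 30 min at room temperature, with 10 ug/mL donor/acceptor beads.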
BAZ2B block: inhibitors of human BAZ2B bromodomain | AlphaScreen BAZ2B-H3K14Ac peptide displacement | Potency, µM (top dose mostly 114 µM), for inactives: at the top dose activity change, negative = inhibition, most hits filed as inhibitors | 360,000 compounds, 4.4% hits; note: potency is the fitted concentration of half-maximal effect; % is set by controls: 0 for no effect and ±100 for the full control effect; nearly all actives have a fitted effect of over 60% in size
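Inhibition is scored as reduced AlphaScreen emission. The BAZ2B/b-H3(5-23)K14Ac complex (50 nM each) in PBS pH 7.4, 0.01% Tween-20 meets compound (up to 110 uM) for 30 min at RT before bead addition.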
GLS inhibitor: glutaminase GLS (human) inhibition. O94925. GLS enzymatic activity, qHTS titration. Potency, µM (series often up to 45.5 µM), without a hit: at the top dose activity change, negative = inhibition, usual class: inhibitors. 410,000 compounds, 0.21% hits; note: potency is the fitted concentration of half-maximal effect; % is set by controls: 0 for no effect and ±100 for the full control effect
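Coupled fluorescence readout: glutamate oxidase/HRP/Amplex Red detect glutamate formed by hKGA from L-glutamine (1 mM solution added). Buffer 45 mM KH2PO4 pH 8.2, 0.02% Tween-20; reads at t0 and 30 min RT.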
Pin1 inhibitor: human Pin1 inhibition. Q13526. Pin1 FP peptide displacement, HiFluor488, 10 min. Potency, µM (doses to about 115 µM), for inactives: at the highest dose activity, negative = inhibition, hits mostly inhibitors. 390,000 compounds, 0.009% hits. AID 504891; active = well fitted inhibition curve with a large enough effect in the polarisation, with a control signal flat, not every such curve was filed as active; inconclusive = small, poorly fitted or top-dose-only effect, or effect the other way, or a change in a side signal; inactive = no such curve, though single readings can be large or run the other way; the % refers to the polarisation; note: potency is the fitted concentration of half-maximal effect; % is set by controls: 0 for no effect and ±100 for the full control effect
Target sequence (Q13526 whole entry, looked up): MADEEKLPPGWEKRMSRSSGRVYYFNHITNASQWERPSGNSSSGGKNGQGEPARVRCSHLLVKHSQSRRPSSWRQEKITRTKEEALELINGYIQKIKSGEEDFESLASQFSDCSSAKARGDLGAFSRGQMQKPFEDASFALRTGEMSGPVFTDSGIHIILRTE
Tb PGK inh: inhibitors of T. brucei phosphoglycerate kinase | PGK/GAPDH coupled, Kinase-Glo luminescence, 60 min | Potency, µM (highest dose often 57.5 µM), inactives show at the top dose activity change, negative = inhibition, hits mostly inhibitors | P07378 | 380,000 compounds, 0.043% hits; note: potency is the fitted concentration of half-maximal effect; % is set by controls: 0 for no effect and ±100 for the full control effect; nearly all actives have a fitted effect of over 60% in size
Target sequence (P07378 whole entry, looked up): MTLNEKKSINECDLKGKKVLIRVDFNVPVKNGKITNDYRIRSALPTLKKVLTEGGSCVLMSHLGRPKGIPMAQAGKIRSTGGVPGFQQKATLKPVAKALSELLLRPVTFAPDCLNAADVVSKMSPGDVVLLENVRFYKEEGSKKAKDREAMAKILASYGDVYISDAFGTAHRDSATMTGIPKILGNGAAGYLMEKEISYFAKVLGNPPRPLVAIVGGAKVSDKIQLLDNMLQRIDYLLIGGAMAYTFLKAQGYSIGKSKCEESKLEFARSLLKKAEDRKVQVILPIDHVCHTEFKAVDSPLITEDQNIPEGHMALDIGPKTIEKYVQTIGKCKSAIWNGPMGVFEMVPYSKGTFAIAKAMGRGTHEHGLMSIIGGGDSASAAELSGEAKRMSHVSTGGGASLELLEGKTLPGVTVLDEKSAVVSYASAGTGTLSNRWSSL
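Luminescent ATP detection (Kinase-Glo Plus) follows a 60-minute room-temperature incubation, with wells lacking PGK as controls. Buffer: 100 mM TEA (pH 7.6), 5 mM MgCl2, 0.01% Tween-20. Coupling enzyme GAPDH (100 nM final) supplies unstable 1,3-BPG in-well.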
Pol eta inh: DNA polymerase eta (human) inhibition. 390,000 compounds, 1.2% hits. Potency, µM (doses to about 114 µM), for the others: at the highest dose activity change, negative = inhibition, actives largely listed as inhibitors. recombinant Pol eta, fluorescent DNA replication assay. AID 588591; note: potency is the fitted concentration of half-maximal effect; % is set by controls: 0 for no effect and ±100 for the full control effect
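Pol eta at 10 nM preincubated with compounds 15 min at room temperature; reaction started with fluorescent substrate (50 nM final) and read kinetically at 0 and 10 min.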
G9a inh: blocks human histone lysine methyltransferase G9a; Q96KQ7; G9a H3K9 monomethylation, AlphaScreen, 2 h; Potency, µM (top dose mostly 102 µM), for inactives: at the highest dose activity, negative = inhibition, hits mostly inhibitors; 350,000 compounds, 8.8% hits; AID 504332; note: potency is the fitted concentration of half-maximal effect; % is set by controls: 0 for no effect and ±100 for the full control effect; nearly all actives have a fitted effect of over 75% in size
Target sequence (Q96KQ7 913-1193 limits assumed): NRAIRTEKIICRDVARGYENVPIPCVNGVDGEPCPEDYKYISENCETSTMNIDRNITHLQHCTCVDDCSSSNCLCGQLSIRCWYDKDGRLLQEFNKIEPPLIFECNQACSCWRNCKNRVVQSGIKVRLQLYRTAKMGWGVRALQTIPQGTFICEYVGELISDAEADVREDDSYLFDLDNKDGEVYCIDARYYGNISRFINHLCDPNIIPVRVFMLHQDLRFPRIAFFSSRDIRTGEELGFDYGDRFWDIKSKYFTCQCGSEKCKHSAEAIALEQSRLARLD
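Methyltransferase reactions run at room temperature for 2 h (20 nM enzyme, 500 nM biotin-H3K9 peptide, 20 uM SAM) after a 15 min compound preincubation; product detected by AlphaScreen beads and anti-H3K9me1 antibody.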
PI4K2A inh: PI4K2A (human) kinase inhibition; Q9BTU6; purified PI4K2A, ADP-Glo luminescence, 1 h; stronger effect = lower value; activity change, negative = inhibition, % at 76.9 µM; 420,000 compounds, 0.13% hits; AID 1346378; in the data active = activity change below about -50%; inconclusive = mostly about -30% to -49%;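 note: -100% = wells without enzyme as full effect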
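ADP-Glo luminescence measured ADP generated by PI4K2A enzyme (4 ug/mL before mixing) with 1.2 mM PI substrate (pre-mix) and 300 microM ATP (pre-mix). Tris pH7.5 buffer with MgCl2, Triton X-100; 1 h reaction at ambient temperature.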
* marks the source's active call; other numbers are inactive results; i = inactive; ? = inconclusive; . = no result given; [ ] = dose if it differs, or a comment. Unless noted, calls come from the whole dose curve; as a rule, active = well fitted curve in the direction sought with a large enough effect; inconclusive = small, poorly fitted or top-dose-only effect, or another doubt; inactive = no such curve, though single readings can be large; an effect the other way counts as inactive or inconclusive. Only part of the results is shown; count on the stated rates, not on these rows.

JMJD2A Tudor	HP1b chromo inh	BAZ2B block	GLS inhibitor	Pin1 inhibitor	Tb PGK inh	Pol eta inh	G9a inh	PI4K2A inh	Compound
5.6%	31.2%	.	-0.3%	2.3%	i	-0.7%	?	1.4	O=C(c1cc2nc(-c3ccco3)cc(C(F)(F)F)n2n1)N1CCCCCC1
-7.4%	24.7%	?	-1.1%	0.9%	-4.6%	0.4%	-9.7%[12.7 µM]	-0.7	CNC(=O)C1CCN(C(=O)c2ccc(-c3ccccc3)cc2)CC1
-25.2%	8.1%	6.7%[57.1 µM]	-9.5%	?	-1.1%	?	-34.4%[59 µM]	-4.5	Cc1ccc(C(=O)c2cn(CC(=O)Nc3ccc4c(c3)OCCO4)c3nc(C)ccc3c2=O)cc1
-2.0%	33.3%	-5.5%	-13.8%	1.7%	-6.9%	-13.8%	.	1.9	CC(C)CC(=O)NC(=S)Nc1ccc(CN2CCOCC2)cc1
-9.0%	36.3%	-21.0%	1.0%	-11.4%	i	-12.4%	-23.1%	-2.0	O=C(NC(Cc1c[nH]c2ccccc12)C(=O)O)/C(=C\c1ccc2c(c1)OCO2)NC(=O)c1ccccc1 (centres undefined)
-16.4%	13.6%	-23.5%	-8.8%	-1.0%	-0.4%	1.3%	-33.9%[59 µM]	2.3	COc1ccc(S(=O)(=O)n2ccnc2)cc1C(C)(C)C
-6.1%	15.0%	8.6%	8.2%	8.2%	3.0%	-16.1%	4.6%	8.9	CN1CCCCCC1=NC1=C(C#N)CCCC1
-14.2%	26.6%	3.9%	1.3%	-11.8%	i	5.2%	10.4%[12.7 µM]	0.2	CCN(C#N)c1nc(N(C)C)nc(N(C)C)n1
-4.7%	43.8%	4.0%	-2.1%	27.7%	-6.9%	-5.1%	-2.0%[59 µM]	-2.0	CCc1ccc2oc(C(=O)Nc3nc(-c4ccccc4)ns3)c(C)c2c1
?	-13.5%	?	8.2%	5.0%	-9.1%	-6.6%	7.1%[59 µM]	2.5	C/C(=N\NC(=S)NCc1ccccc1)c1ccccc1
-21.7%	18.5%	-33.0%	9.2%	4.7%	-1.9%	-3.9%	-6.5%	6.2	O=C(/C=C/c1ccc([N+](=O)[O-])s1)N1CCCCC1
0.0%	38.8%	-1.0%	0.9%	1.9%	-7.8%	-15.2%	14.2%[2.33 µM]	0.5	Cc1c(OC(C)C(=O)O)ccc2c3c(c(=O)oc12)CCCC3 (centres undefined)
44.7µM*	-17.0%	?	0.0%	20.6%	4.8%	-23.2%	-2.7%[0.501 µM]	1.1	OCc1ccc2c(c1)c(-c1ccc3c(c1)OCCO3)c(-c1ccccc1)n2-c1ccccc1
3.1%[57.1 µM]	16.9%	-1.7%	16.0%	-1.3%	3.9%	-19.8%	20.8%[59 µM]	-1.0	CC(=O)Nc1ccc(-n2nnnc2SCC(=O)N2CCN(C(=O)c3ccco3)CC2)cc1
-14.1%	11.3%	-33.9%	25.3%	-0.1%	5.5%	?	17.1%	-0.2	COc1ccc(/C=C(/NC(=O)c2cccs2)C(=O)Nc2ccc(C)cc2)cc1OC
-18.8%[11.4 µM]	18.8%	-17.0%	14.2%	-5.8%	-7.7%	-12.6%	12.9%[59 µM]	1.6	COC(=O)/C=C1\SC(=Nc2ccc(Cl)c(Cl)c2)NC1=O
-31.5%	7.5%	?	9.7%	-1.3%	4.8%	-5.5%	-50.5%	4.2	O=C(COc1ccc(Cl)cc1[N+](=O)[O-])NC1CCCCC1
-4.3%	20.3%	7.0%	-0.1%	-11.4%	7.0%	-0.6%	10.3%	-3.6	CCCn1c(SCC(=O)N2CCOCC2)nnc1-c1ccncc1
6.31µM*	26.0%	44.7µM*	17.9%	0.1%	-2.1%	-1.4%	.	?	S=c1c2c(nc3nc[nH]n13)CCC2
-16.1%	27.6%	-22.1%	-3.5%	-1.2%	i	-18.8%	21.3%	-4.7	Cc1nc(-c2ccc(F)cc2)c(CC(=O)N2CCN(S(=O)(=O)c3ccccc3Br)CC2)s1
2.4%	15.6%	2.6%	4.0%	5.5%	1.1%	3.3%	.	-3.4	CCCCNC(=O)C1CC(=O)N(CCC(C)C)C1 (centres undefined)
3.6%	34.3%	0.5%	0.0%	-7.2%	-1.1%	-13.6%	37.5%[59 µM]	-1.5	CCOC(=O)CNC(=O)Cn1cnc2c(oc3ccccc32)c1=O
-11.0%	25.5%	13.1%	19.0%	-1.1%	2.7%	-2.6%	3.8%	-1.9	COC(=O)C(Cc1ccc(O)cc1)NC(=O)CCC(=O)Nc1ccc(S(N)(=O)=O)cc1 (centres undefined)
2.3%	42.3%[activator]	?	-4.8%	-2.9%	-8.7%	-20.8%	?	-3.6	CC(=O)Nc1ccc(SCC(=O)Nc2ccc(Cl)cn2)cc1
-7.0%	26.2%	?	1.5%	26.7%	i	-11.1%	50.1µM*	-12.4	COc1ccc(/C(C)=N/NC(=O)c2nnn(-c3nonc3N)c2-c2ccccc2)cc1
-7.6%	38.3%	.	1.3%	10.2%	6.6%	-4.1%	-7.2%	-2.4	COCc1c(C(=O)Nc2ccc(Cl)cc2F)oc2ccccc12
-9.1%	43.2%[activator]	-1.5%	8.0%	-0.1%	-1.5%	-7.6%	7.1%[59 µM]	12.0	Cc1ccnc(N/C=C(/NC(=O)c2ccccc2)C(=O)N/N=C\c2ccc(F)cc2)n1
-8.1%	-0.5%	.	10.4%	1.8%	-3.4%	-7.9%	.	-2.7	Cc1ccc(CNC(=O)C2CCCC2)cc1
-19.0%	48.0%[activator]	?	-11.1%	40.2%[activator]	1.6%	-3.7%	?	-0.2	O=C1CCCc2c1cc(C(=O)Nc1ccc(Cl)cn1)c(=O)n2-c1ccccc1
0.3%	29.7%	1.3%	-4.2%	-1.2%	-7.4%	-13.9%	6.9%[59 µM]	-3.5	CCN(CC)S(=O)(=O)c1ccc(C(=O)NC2CC(=O)N(c3ccc4c(c3)OCCO4)C2)cc1 (centres undefined)

The final 2 compounds of the part before lead into the next:
JMJD2A Tudor	HP1b chromo inh	BAZ2B block	GLS inhibitor	Pin1 inhibitor	Tb PGK inh	Pol eta inh	G9a inh	PI4K2A inh	Compound
-19.0%	48.0%[activator]	?	-11.1%	40.2%[activator]	1.6%	-3.7%	?	-0.2	O=C1CCCc2c1cc(C(=O)Nc1ccc(Cl)cn1)c(=O)n2-c1ccccc1
0.3%	29.7%	1.3%	-4.2%	-1.2%	-7.4%	-13.9%	6.9%[59 µM]	-3.5	CCN(CC)S(=O)(=O)c1ccc(C(=O)NC2CC(=O)N(c3ccc4c(c3)OCCO4)C2)cc1 (centres undefined)
-11.5%	27.3%	-10.6%	-10.2%	-0.4%	3.8%	-0.5%	?	0.0	CCN(CC(=O)Nc1c(F)cccc1F)C(=O)c1n[nH]c2ccccc12
-6.2%	24.0%	6.3%	-8.9%	1.2%	i	-11.0%	-8.4%[12.7 µM]	2.2	Cc1cc(=O)c2ccc3ccccc3c2[nH]1
-11.9%	44.9%[activator]	-6.7%	-7.4%	0.2%	7.3%	-15.8%	10.7%[59 µM]	-5.0	Cc1cccn2c(=O)c3cc(C(=O)NC4CCCC4)c(=N)n(CC4CCCO4)c3nc12 (centres undefined)
31.6µM*	-21.2%	35.5µM*	13.4%	-3.6%	-6.4%	-26.8%	3.16µM*	1.0	CCN(CC)c1ccc(NC(=O)c2c(C)nn(-c3ccc(F)cc3)c2-n2cccc2)c(C)c1
-14.2%	33.6%	?	7.8%	-5.6%	-0.9%	-7.3%	-28.9%	-2.2	Cc1ccc(SCC(=O)c2c(C)nc3cc(C)ccn23)cc1
-11.0%	22.2%	8.1%	2.0%	0.9%	-8.1%	-15.7%	.	3.4	O=S(=O)(Cc1ncc(C(F)(F)F)cc1Cl)c1ccccc1
-8.3%	38.1%[activator]	-1.1%	-5.6%	-2.0%	-0.2%	-5.9%	2.8%[2.33 µM]	-0.2	CCc1ccc(OCCNC(=O)c2ccc(S(=O)(=O)N(C)C)cc2)cc1
-2.2%	46.5%[activator]	-9.5%	1.5%	-0.2%	1.0%	-8.6%	?	-2.8	CC(=O)N1CCC(C(=O)NC2CCCc3c2cnn3-c2cc(F)cc(F)c2)CC1 (centres undefined)
-2.8%	16.2%	33.9%	-7.0%	0.4%	-0.2%	-6.2%	25.6%	2.3	CC(C)Oc1cc(NC(=O)CS(=O)CC(=O)N(C)C)c(Cl)cc1Cl (centres undefined)
?	-1.2%	-12.6%	40.8%[activator]	3.9%	-2.2%	-8.0%	?	-1.9	COC(=O)c1cccc(NC(=O)CN2CCN(c3ccc(OC)cc3)CC2)c1
-14.2%	25.5%	-6.3%	33.9%[activator]	2.9%	-8.0%	-7.8%	?	0.5	CCc1ccccc1NC1c2ccccc2C(=O)N1c1cccnc1 (centres undefined)
4.1%	18.7%	-0.3%	0.3%	-0.8%	-0.8%	-14.3%	11.8%	2.6	NC(=O)NCC(=O)N1CCC(C(O)(c2ccccc2)c2ccccc2)CC1
.	.	.	-0.6%	.	-1.2%	-10.4%	.	-3.4	COc1ccccc1N(C)S(=O)(=O)c1ccc(C(=O)NCCCN2CCCC2=O)cc1
-13.0%	33.1%	?	-5.1%	-5.3%	5.4%	-4.3%	24.1%	0.4	CCC(CC)COC(=O)C1=C(C)NC(=O)NC1c1ccc([N+](=O)[O-])cc1 (centres undefined)
-10.8%	18.2%	-0.1%	8.6%	-1.3%	5.0%	6.4%	?	-0.3	CCOc1ccc(S(=O)(=O)N2CCC(C(N)=O)CC2)c2ccccc12
-5.4%	57.3%[activator]	-30.7%	-0.9%	5.2%	-7.9%	-0.2%	-9.5%	1.7	N=C1SC(CC(=O)Nc2ccccc2[N+](=O)[O-])C(=O)N1c1ccccc1 (centres undefined)

Compound activity: PubChem, National Center for Advancing Translational Sciences (NCATS)
